# Screening results: PubChem, The Scripps Research Institute Molecular Screening Center
# FBW7 activator: FBW7 E3 ligase activators, primary screen, biochemical, AlphaScreen, human; F-box/WD repeat-containing protein 7 (Homo sapiens), Q969H0; AlphaScreen FBW7–phospho-cyclin E peptide binding, activator screen; normalized activity (activation), % at 26.1 µM; hit rate 0.13% among 650,000; in the data active = normalized activity above about 1.9%;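 also: purified mutant Fbw7 with reduced substrate affinity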
# MITF inh: MITF inhibitors, primary screen, biochemical, AlphaScreen, human | Microphthalmia-associated transcription factor (Homo sapiens), O75030 | inhibition, % at 2.6 µM | AlphaScreen MITF homodimerization, bead proximity signal | hit rate 0.91% among 650,000; in the data active = inhibition above about 50%;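 also: 0% = vehicle wells with protein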
# Target sequence (O75030 whole entry, looked up): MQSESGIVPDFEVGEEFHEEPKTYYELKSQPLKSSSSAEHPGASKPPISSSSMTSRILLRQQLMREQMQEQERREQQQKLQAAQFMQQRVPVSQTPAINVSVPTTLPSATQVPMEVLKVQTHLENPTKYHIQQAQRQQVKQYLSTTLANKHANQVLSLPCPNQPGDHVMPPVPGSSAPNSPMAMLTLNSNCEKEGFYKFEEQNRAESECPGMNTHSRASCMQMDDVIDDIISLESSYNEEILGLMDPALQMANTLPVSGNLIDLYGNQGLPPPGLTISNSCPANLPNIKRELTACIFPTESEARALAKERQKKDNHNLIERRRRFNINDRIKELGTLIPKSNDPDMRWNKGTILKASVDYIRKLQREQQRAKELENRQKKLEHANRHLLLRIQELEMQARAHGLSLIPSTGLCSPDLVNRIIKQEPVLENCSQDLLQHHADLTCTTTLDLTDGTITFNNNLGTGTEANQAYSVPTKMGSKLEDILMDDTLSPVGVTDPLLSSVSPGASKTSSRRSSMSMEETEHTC
# GPR151 activ: activators of human GPR151, primary screen, cell-based, PathHunter beta-arrestin, luminescence; PathHunter beta-arrestin GPR151 cells; activation, % at 11.2 µM; hit rate 1% among 650,000; AID 1508602, 2020; in the data active = activation above about 4.9%;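 also: 0% = median of compound wells and 100% = cells with positive control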
# Target sequence (Q8TDV0 whole entry, looked up): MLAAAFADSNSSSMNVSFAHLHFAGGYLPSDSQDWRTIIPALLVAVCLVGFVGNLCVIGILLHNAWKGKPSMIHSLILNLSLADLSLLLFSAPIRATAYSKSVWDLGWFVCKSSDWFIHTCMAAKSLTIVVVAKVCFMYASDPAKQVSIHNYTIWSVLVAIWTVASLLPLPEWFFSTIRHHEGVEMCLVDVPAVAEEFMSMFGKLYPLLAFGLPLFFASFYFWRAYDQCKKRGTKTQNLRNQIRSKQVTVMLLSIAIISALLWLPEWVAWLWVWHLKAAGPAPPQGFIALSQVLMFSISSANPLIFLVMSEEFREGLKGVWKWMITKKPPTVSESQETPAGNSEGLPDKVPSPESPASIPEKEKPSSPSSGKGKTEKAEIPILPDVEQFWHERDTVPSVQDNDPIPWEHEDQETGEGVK
# TEAD-YAP inh: TEAD-YAP interaction inhibition, primary screen, TEAD-YAP interaction inhibitor project, luminescence, HEK-TIYL cells; TEAD-Gal4/YAP UAS-luciferase luminescence; AID 1259422, 2018; hit rate 1.4% among 640,000; inhibition, % at 9.12 µM; in the data active = inhibition above about 32%;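 also: 0% = median of test compound wells and 100% = reference inhibitor wells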
# * marks the source's active call; other numbers are inactive results.
# Sequence of screens: MITF inh	FBW7 activator	TEAD-YAP inh	GPR151 activ
1: CCC(C)C(NC(=O)OCc1ccccc1)C(=O)N1CCC(C(N)=O)CC1 (configuration not stated)
  1	-0.1	3	0.7
2: COC(=O)c1[nH]c(=O)c2ccccc2c1O
  3	0.0	3	-7.3
3: CCOC(=O)c1nnn(C(CC)C(=O)Nc2cc(Cl)ccc2C)c1C(=O)OCC (configuration not stated)
  -15	-0.1	-13	0.7
4: O=C(O)c1cccc(N=Cc2c(O)n(-c3ccccc3)c(=O)[nH]c2=O)c1
  -1	0.3	1	0.8
5: O=C(c1ccc(CS(=O)(=O)c2ccccc2)o1)N1CCOCC1
  -11	-0.1	-4	-0.6
6: CC(=O)N1CCC[C@H]1C(=O)N1CCC(CCC(=O)NCc2ccc(F)cc2)CC1
  -1	0.0	-24	1.4
7: CCCCNC(=O)CSc1ncccc1C(=O)NCCCC
  -3	0.0	-6	0.5
8: COc1ccc(Cl)cc1NC(=S)N1CCN(c2ncccn2)CC1
  -1	-0.1	7	-0.4
9: Cc1ccc(/C=N/N2C(=O)C3C(C2=O)C2C=CC3C23CC3)o1 (configuration not stated)
  -9	0.0	-1	-0.6
10: Cc1ccc(-c2cc(C(=O)N3CC(C)CC(C)C3)c3ccccc3n2)cc1 (configuration not stated)
  18	0.1	-7	-0.3
11: COc1ccc(-c2ocnc2C(=O)Nc2ccccc2N2CCCCC2)cc1
  8	0.4	-1	0.3
12: O=c1c2nnn(Cc3ccc(Cl)cc3)c2ncn1Cc1ccccc1F
  15	0.0	3	-0.7
13: COC(CN(C)C(=O)c1cc(Nc2ccc(C)c(C)c2)nc2ccccc12)OC
  -2	0.2	-9	-0.6
14: CNC(=S)N/N=C/c1sc(N2CCCCC2)nc1-c1cccs1
  2	-0.1	6	-1.0
15: Cc1nn(C)cc1CNC(=O)c1ccc2c(c1)OCO2
  0	0.0	-6	0.3
16: COc1ccc(C2CC(=O)NC3=C2C(=O)CC(c2cc(OC)ccc2OC)C3)cc1 (configuration not stated)
  14	-0.2	-18	1.3
17: COCCNC(=O)c1ccc2c(c1)CC(c1nc3ncc(-c4ccnc(N)n4)cc3[nH]1)CO2 (configuration not stated)
  31	0.9	-5	-1.6
18: COC(=O)C1=CN(Cc2ccc(OC)c(OC)c2)C=C(C(=O)OC)C1c1ccc(C(C)C)cc1
  5	0.5	-15	-0.1
19: Cc1ccc(O)c(C(CC(=O)NC(C)C)c2ccccc2)c1 (configuration not stated)
  9	0.0	7	-1.2
20: CC1CCCCN1CCNC(=O)c1ccc(CS(=O)(=O)Cc2ccc(Cl)cc2)o1 (configuration not stated)
  4	0.2	2	0.1
21: N#Cc1ccc(NC(=O)c2cc3n(n2)C(C(F)(F)F)CC(c2ccc(Cl)cc2)N3)cc1 (configuration not stated)
  -1	0.2	3	-0.4
22: COCCn1c(C)cc(/C=C2/C(=O)N(c3ccccc3)c3ccccc32)c1C
  1	-0.2	7	0.2
23: Cc1ccnc(SCc2cc(=O)c(OC(=O)/C=C/c3ccccc3)co2)n1
  3	-0.1	-8	1.7
24: CC1=C(C(=O)NC2CCCCC2)C2(CCC(C)CC2)OC1=O (configuration not stated)
  11	0.7	10	-1.5
25: COc1ccc(C(=O)N/N=C/c2cc(Cl)cc([N+](=O)[O-])c2O)cc1
  15	-0.3	2	-1.3
26: Cc1ccc(CN[C@H]2C[C@H]3C(=O)N[C@H]([C@H](C)O)C(=O)N3C2)cc1C
  -8	0.0	11	0.9
27: CN1CCc2c(sc(NC(=O)c3cc4c(ccc5ccccc54)oc3=O)c2C(N)=O)C1
  -19	1.6	-2	0.0
28: NC(=O)CN(c1cc(Cl)cc(Cl)c1)S(=O)(=O)c1ccccc1
  0	-0.1	-17	0.7
29: Cc1cc(OCC(N)=O)cc(C)c1Br
  -8	0.0	-10	-0.5
30: O=C(Nc1c2c(nn1-c1ccc(Cl)cc1)CS(=O)(=O)C2)c1ccccc1F
  -6	0.1	-16	-1.0
31: CCOC(=O)c1sc2ncn(CC(=O)Nc3cccc(C(F)(F)F)c3)c(=O)c2c1C
  16	0.0	0	-0.3
32: COc1ccc(Cl)cc1C(=O)NCCCOc1cccc2cccnc12
  -6	0.1	6	0.2
33: COC(=O)c1sccc1NC(=O)c1cc2cccc(OC)c2oc1=O
  3	-0.1	1	-0.6
34: Cc1ccc2n1CCn1cc(-c3ccc(Cl)c(Cl)c3)cc1-2
  4	0.0	1	0.0
35: CN(C(=O)CSc1nc(O)cc(=O)n1-c1ccccc1F)c1ccccc1
  -15	0.1	-3	-0.9
36: COc1ccc(NC(=O)CSc2nc3ccsc3c(=O)n2Cc2ccccn2)cc1
  7	-0.1	-42	0.6
37: CC(C)[C@H]1NC(=O)[C@H]2CN(C(=O)c3ccc(-c4ccccc4)cc3)CCN2C1=O
  15	0.1	-6	0.0
38: CCc1ccc(NC(=O)CCS(=O)(=O)c2ccc3c(c2)SC(CC)C(=O)N3)cc1 (configuration not stated)
  -1	-0.1	-2	1.3
39: O=C(CNC(=O)c1ccccc1Br)N/N=C/c1ccccc1O
  13	-1.6	-4	1.0
40: Cc1cnc(C)c(-c2cccc3c2OC(CNC(=O)Cc2c(C)[nH]c4ccccc24)C3)n1 (configuration not stated)
  10	0.7	5	-0.4
41: O=C1COc2cc(S(=O)(=O)N3CCC(C(=O)Nc4ccc(Cl)cc4)CC3)ccc2N1
  7	0.6	10	-0.1
42: O=C(CSc1nnc(Nc2ccccc2)s1)Nc1ccc(F)c(F)c1F
  21	0.5	-6	-7.0
43: C=CCOc1ccc(/C(O)=C2\C(=O)C(=O)N(c3nc(C)c(C(=O)OCC)s3)C2c2ccc(C)cc2)c(C)c1 (configuration not stated)
  30	0.0	-1	1.9
44: O=C(O)c1ccccc1C(=O)Nc1ccc(N2C(=O)C3C4CCC(C4)C3C2=O)cc1 (configuration not stated)
  11	-0.1	15	0.1
45: Cc1ccccc1Nc1nc(N)nc(CN2C(=O)NC3(CCCCCC3)C2=O)n1
  4	0.2	-13	-0.2
46: CC(O)CNC(=O)C(=O)NCc1ccc(Cl)cc1 (configuration not stated)
  12	0.0	6	0.2
47: Cc1cc(OCC(=O)Nc2ccccc2F)ccc1Br
  -13	-0.5	-50	0.4
48: Nc1nc(F)cc(N2CCCCCC2)n1
  6	0.0	0	1.8
49: CN(C)S(=O)(=O)c1ccc(C(=O)NC(=S)Nc2ncc(S(=O)(=O)c3ccc([N+](=O)[O-])cc3)s2)cc1
  1	0.0	-1	-1.5
50: CC(=O)Nc1ccc(-n2c(C)cc(/C=N\Nc3ccc([N+](=O)[O-])cn3)c2C)cc1
  4	-0.1	-33	0.5

# Going on with the list.
# Sequence of screens: MITF inh	FBW7 activator	TEAD-YAP inh	GPR151 activ
51: O=C1CCC(CCNCCOc2ccccc2)N1Cc1cccc(-n2cccn2)c1 (configuration not stated)
  -5	0.1	-7	0.5
52: Cc1ccc(NC2CC(=O)N(c3cccc(C(F)(F)F)c3)C2=O)cc1 (configuration not stated)
  -1	-0.1	10	-1.6
53: Cc1cc(Br)ccc1OCC(=O)NCCO
  -1	0.0	6	-0.6
54: NC(=O)c1cc(Cl)ccc1NC(=O)c1ccc([N+](=O)[O-])cc1
  2	0.2	-13	-0.2
55: COc1ccc(/C=C2/C(=N)N3C(=NC2=O)SN=C3S(=O)(=O)CC(C)C)cc1
  10	-0.1	8	0.0
56: CC12CCC(C/C1=N\OC(=O)c1ccc(F)cc1)C2(C)C (configuration not stated)
  10	0.1	2	-0.4
57: Cc1ccc(NC(=O)CCc2nnc3ccc(N4CCC(c5ccccc5)C4)nn23)cc1 (configuration not stated)
  7	0.0	11	0.5
58: CCOCCCNC(=S)N1CCN(c2nc(-c3ccc(Cl)cc3)cs2)CC1
  -11	-0.3	-3	-0.6
59: C=CCOc1ccc(C(=O)NCCOC)cc1
  -6	-0.1	-2	1.3
60: O=C(Nc1ccc(Cl)c(Cl)c1)c1ccc(F)c(S(=O)(=O)N2CCN(c3ccccc3F)CC2)c1
  -5	0.0	-1	1.1
61: CCN(CC)CCOC(=O)c1ccc2c(c1)OCCO2
  1	0.0	4	1.5
62: CCN1C(=O)/C(=C/c2ccco2)S/C1=N/S(=O)(=O)c1ccc(C)cc1
  53*	0.1	-4	0.4
63: O=C(CS(=O)(=O)c1ccccc1)NC1CCCCC1
  -2	-0.1	0	-0.2
64: Cc1nc(-c2ccc(C(=O)N3CCCCC3)cc2)cs1
  4	0.5	-28	-5.1
65: CCCc1[nH]n(-c2ccc([N+](=O)[O-])cc2)c(=O)c1C=NCC1CCNCC1
  -3	-0.1	3	-5.7
66: O=C(c1ccco1)N1C(=O)c2ccccc2OC12CCCCC2
  -6	-0.3	-2	3.1
67: COc1cccc(-c2nc3cc(F)ccc3cc2CNCc2ccon2)c1
  6	0.0	6	2.8
68: O=[N+]([O-])c1nn(-c2cccc(Cl)c2)n(O)c1=NCc1ccc2c(c1)OCO2
  4	-0.1	-5	0.5
69: COc1cccc(-c2cc(C(=O)NC(C)c3ccccc3)no2)c1 (configuration not stated)
  4	0.3	3	-0.2
70: CCC1=NN2C(=N)/C(=C/c3ccc(OCCOc4ccc(C(C)CC)cc4)cc3)C(=O)N=C2S1 (configuration not stated)
  14	0.1	-1	0.6
71: COc1nnc(-c2ccc(C)c(S(=O)(=O)NC(C)(C)C)c2)c2ccccc12
  -8	0.0	2	-0.4
72: COc1ccccc1-c1coc2cc(OC(C)C(=O)OCc3ccccc3)ccc2c1=O (configuration not stated)
  13	0.1	-6	0.3
73: COC(=O)c1cc2sccc2n1CC(=O)Nc1c(F)c(F)cc(F)c1F
  1	-0.4	10	1.0
74: O=C(Nc1nnc(SCCN2CCCCC2)s1)C1CC1
  7	0.1	9	-0.2
75: Cc1ccc2c(c1)N(C(=O)CCC(=O)NCc1ccccn1)CCO2
  10	0.8	-3	-0.3
76: CCCOC(=O)C1=C(C)NC(=O)NC1c1cc(Br)ccc1OC (configuration not stated)
  8	0.2	22	-1.6
77: Cc1ccc(SCCNS(=O)(=O)c2ccc3c(c2)OCCO3)cc1
  37	0.8	2	-2.1
78: N#C/C(=C\c1cn(CC(N)=O)c2ccccc12)C(=O)NC1CCCCCC1
  36	0.0	-3	0.7
79: CCOC(=O)c1cc2c(=O)n3ccccc3nc2n(CC(C)C)c1=NC(=O)c1ccc(F)cc1
  2	0.0	-5	2.2
80: Cc1cnc(C(=O)NCCc2nc(-c3ccncc3)n[nH]2)cn1
  -7	0.1	4	0.2
81: COC(=O)COc1ccc(Cl)cc1C1NC(=S)NC(C)=C1C(=O)OC (configuration not stated)
  -6	-0.2	-6	0.3
82: O=C(CSc1nc2ccccc2c(=O)[nH]1)N1CCN(c2ccccc2F)CC1
  6	0.0	20	-0.4
83: CCCCC(=O)Nc1c2c(nn1-c1ccc(OC)cc1)CS(=O)C2 (configuration not stated)
  -6	0.0	5	-0.5
84: CS(=O)(=O)Nc1nnc(C2CCCC2)s1
  13	0.2	-7	-0.7
85: c1ccc2cc(-c3cnc4ccc(NCCCN5CCOCC5)nn34)ccc2c1
  -19	-0.5	-6	0.6
86: CCOC(=O)c1nn(-c2ccc(C)cc2)c(=O)c2c(NC(=O)CCl)scc12
  -10	-0.1	-5	0.2
87: COc1cc(/C=C2/C(=N)N3N=C(C(F)(F)F)SC3=NC2=O)ccc1OCCSc1ccc(Cl)cc1
  6	1.2	4	0.1
88: OCCC1CN(Cc2cccc3cccnc23)CCN1Cc1ccc(F)cc1 (configuration not stated)
  4	0.2	-4	-0.9
89: CNc1cc(Nc2cccc(OC(F)(F)F)c2)ncn1
  0	-0.3	-39	-0.4
90: COCCNC(=S)N1CCC(NC(=O)c2ccco2)CC1
  -12	-0.1	-1	-0.6
91: COc1ccc(-n2c(-c3ccncc3)n[nH]c2=S)cc1
  -2	-0.1	-7	-0.9
92: O=C(Nc1nc2ccccc2s1)c1cc(Cl)ccc1Cl
  5	0.1	-61	-2.2
93: CCc1ccccc1NC(=O)CCc1nc(-c2ccc(OC)cc2)no1
  -7	-0.2	1	3.3
94: CCOC(=O)CC(NC(=O)c1ccc(OC)c(OC)c1)c1ccccc1Cl (configuration not stated)
  -1	-0.2	1	1.2
95: Cc1ccc(/C=N/NC(=O)C(C)Oc2cccc(Cl)c2)o1 (configuration not stated)
  16	0.2	4	0.2
96: CCOC(=O)c1sc(NC(=O)CSc2nnc(CNC(=O)Cc3ccccc3)n2C)c(C(=O)OCC)c1C
  1	0.2	-11	1.4
97: Cc1cc(=O)oc2cc(OS(=O)(=O)c3ccccc3)ccc12
  9	-0.1	-32	0.8

# A second format for four compounds above.
91. COc1ccc(-n2c(-c3ccncc3)n[nH]c2=S)cc1
  MITF inh: -2 | FBW7 activator: -0.1 | TEAD-YAP inh: -7 | GPR151 activ: -0.9
97. Cc1cc(=O)oc2cc(OS(=O)(=O)c3ccccc3)ccc12
  MITF inh: 9 | FBW7 activator: -0.1 | TEAD-YAP inh: -32 | GPR151 activ: 0.8
95. Cc1ccc(/C=N/NC(=O)C(C)Oc2cccc(Cl)c2)o1 (configuration not stated)
  MITF inh: 16 | FBW7 activator: 0.2 | TEAD-YAP inh: 4 | GPR151 activ: 0.2
92. O=C(Nc1nc2ccccc2s1)c1cc(Cl)ccc1Cl
  MITF inh: 5 | FBW7 activator: 0.1 | TEAD-YAP inh: -61 | GPR151 activ: -2.2

# Rows are unselected; about 3.4% have a hit in one of these screens.
